# JMJD2E inh: qHTS Assay for Inhibitors of Human Jumonji Domain Containing 2E (JMJD2E); Potency, µM (titrated, usually from 57.1 µM), for the others: at the top dose activity change, negative = inhibition, actives largely listed as inhibitors; AID 2147, 2009; Lysine-specific demethylase 4E (Homo sapiens), B2RXH2; actives 1.6% (n = 230,000); JMJD2E catalytic domain, FDH-coupled NADH fluorescence (FDH is formaldehyde dehydrogenase); active means well fitted inhibition curve with a large enough effect, not every such curve was filed as active; inconclusive means small, poorly fitted or top-dose-only effect, or another doubt; inactive means no such curve, though single readings can be large or run the other way;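 further: 0% = wells with enzyme and -100% = buffer wells without enzyme; nearly all actives have a fitted effect of over 50% in size; many of its hits are not listed in these tables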
# TR SRC2 fluor cs: Total Fluorescence Counterscreen for Inhibitors of the Interaction of Thyroid Hormone Receptor and Steroid Receptor Coregulator 2 | TRb/SRC2 Texas Red total fluorescence interference | Potency, µM (series often up to 106 µM), for inactives: top-dose fluorescence change, negative = quenching | actives 0.29% (n = 280,000); active means well fitted curve in either direction with a large enough effect; inconclusive means small, poorly fitted or top-dose-only effect
#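 Flags fluorescent or light-absorbing compounds by total fluorescence, S + 2P, at 555 nm excitation and 632 nm emission. Mixture: 20 nM Texas Red SRC2 peptide, 0.6 uM human TRb LBD, 1 uM T3, 5% DMSO; compound exposure 5 h at ambient temperature.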
# TRb-SRC2 inh: qHTS for Inhibitors of the Interaction of Thyroid Hormone Receptor and Steroid Receptor Coregulator 2. Thyroid hormone receptor beta (Homo sapiens), P10828. TRbeta-SRC2 peptide binding, fluorescence polarization; receptor liganded with 1 µM T3. Potency, µM (top dose mostly 106 µM), inactives show at the top dose activity change, negative = inhibition, actives largely listed as inhibitors. actives 0.065% (n = 280,000). AID 1469, 2008;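 further: plate controls were bound peptide for no effect and peptide without receptor for full effect; nearly all actives have a fitted effect of over 50% in size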
# Target sequence (P10828 whole entry, looked up): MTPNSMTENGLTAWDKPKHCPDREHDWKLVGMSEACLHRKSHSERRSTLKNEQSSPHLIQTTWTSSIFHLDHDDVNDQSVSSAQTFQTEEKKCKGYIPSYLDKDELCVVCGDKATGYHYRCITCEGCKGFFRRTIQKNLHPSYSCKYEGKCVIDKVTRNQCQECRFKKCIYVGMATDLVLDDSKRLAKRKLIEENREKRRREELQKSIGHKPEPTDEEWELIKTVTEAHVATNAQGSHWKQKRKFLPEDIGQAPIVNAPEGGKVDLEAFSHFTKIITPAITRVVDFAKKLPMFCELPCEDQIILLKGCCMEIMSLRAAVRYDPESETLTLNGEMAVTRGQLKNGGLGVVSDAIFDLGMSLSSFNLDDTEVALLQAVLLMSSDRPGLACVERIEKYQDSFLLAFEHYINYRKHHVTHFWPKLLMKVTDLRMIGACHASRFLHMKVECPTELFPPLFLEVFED
#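 Binding of a 20-amino-acid Texas Red SRC2 peptide (20 nM) to TRb ligand-binding domain (0.6 uM) with agonist T3 at 1 uM was followed by fluorescence polarization after a 5 hr room-temperature incubation.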
# RGS12 GoLoco inh: qHTS Assay for Inhibitors of RGS12 GoLoco Motif Activity (Red Fluorophore); Guanine nucleotide-binding protein G(i) subunit alpha-1 (Homo sapiens), P63096; Gai1:RGS12 GoLoco peptide FP, rhodamine, 10 min; Potency, µM (doses to about 61.6 µM), inactives show top-dose activity, negative = inhibition, hits mostly inhibitors; actives 0.44% (n = 230,000); AID 880, 2007; active means well fitted inhibition curve with a large enough effect, not every such curve was filed as active; inactive means no such curve, though single readings can be large or run the other way; further: nearly all actives have a fitted effect of over 30% in size; many of its hits are not listed in these tables
# Target sequence (P63096 whole entry, looked up): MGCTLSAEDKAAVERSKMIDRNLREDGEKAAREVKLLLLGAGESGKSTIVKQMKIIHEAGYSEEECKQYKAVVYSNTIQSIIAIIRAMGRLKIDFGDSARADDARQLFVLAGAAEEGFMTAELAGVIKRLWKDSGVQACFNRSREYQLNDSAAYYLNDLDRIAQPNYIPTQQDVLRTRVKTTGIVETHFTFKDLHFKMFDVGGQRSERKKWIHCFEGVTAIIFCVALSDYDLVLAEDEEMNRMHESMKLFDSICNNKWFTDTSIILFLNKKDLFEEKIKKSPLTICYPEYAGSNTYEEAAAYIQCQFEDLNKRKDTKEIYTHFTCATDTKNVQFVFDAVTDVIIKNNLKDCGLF
# RECQ1 inh: qHTS Assay for Inhibitors of RecQ-Like Dna Helicase 1 (RECQ1). ATP-dependent DNA helicase Q1 (Homo sapiens), P46063. RECQ1 DNA unwinding, red fluorescence kinetic read. Potency, µM (series often up to 57.3 µM), inactives show at the top dose activity, negative = inhibition, most hits filed as inhibitors. actives 0.54% (n = 240,000). AID 2549, 2010;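 further: plate controls were vehicle for no effect and no enzyme for full effect; nearly all actives have a fitted effect of over 30% in size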
#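 50 nM RECQ1T1 preincubated 15 min with compound in Tris pH 8.0 buffer with MgCl2, DTT, Tween-20 and 2.5 ug/ml poly(dI-dC); started with 200 nM TAMRA/BHQ-2 forked duplex and 2 mM ATP. Unwinding read as fluorescence (525/598 nm), two reads 2 h apart.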
# Tau ThT inhib: qHTS for Inhibitors of Tau Fibril Formation, Thioflavin T Binding. Microtubule-associated protein tau (Homo sapiens), P10636. recombinant tau K18 P301L, heparin-induced fibrillization, ThT fluorescence. Potency, µM (highest dose often 57.4 µM), for inactives: at the top dose activity, negative = inhibition, hits mostly inhibitors. actives 2.1% (n = 270,000). AID 1460, 2008; further: nearly all actives have a fitted effect of over 55% in size
# Target sequence (P10636 561-689 P618L limits assumed): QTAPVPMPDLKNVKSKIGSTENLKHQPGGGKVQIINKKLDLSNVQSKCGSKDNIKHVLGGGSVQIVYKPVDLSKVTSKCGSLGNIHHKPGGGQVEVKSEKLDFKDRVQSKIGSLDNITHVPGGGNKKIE
#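 Using a mix of unlabeled (15 uM) and Alexa 594-labeled (0.24 uM) tau K18 P301L, heparin-triggered fibrillization over 6 hr at 37 C was scored by ThT fluorescence.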
# Tau FP inhib: qHTS for Inhibitors of Tau Fibril Formation, Fluorescence Polarization. Microtubule-associated protein tau (Homo sapiens), P10636. K18 P301L tau heparin fibrillization, Alexa594 FP, 6 h. Potency, µM (doses to about 57.7 µM), without a hit: at the top dose activity, negative = inhibition, usual class: inhibitors. actives 0.39% (n = 280,000). AID 1468, 2008; further: nearly all actives have a fitted effect of over 55% in size
#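 Quantitative HTS format: compounds meet 15 uM recombinant K18 P301L tau and Alexa 594-tau tracer in 100 mM sodium acetate pH 7; 20 uM heparin triggers fibrillization at 37 C over 6 hr; FP gives the signal.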
# L3MBTL1 block: qHTS Assay for the Inhibitors of L3MBTL1; Lethal(3)malignant brain tumor-like protein 1 (Homo sapiens), Q9Y468; AlphaScreen L3MBTL1–H3K9me1 peptide binding; Potency, µM (doses to about 57.1 µM), inactives show top-dose activity, negative = inhibition, usual class: inhibitors; actives 0.66% (n = 230,000); AID 485360, 2010; further: nearly all actives have a fitted effect of over 60% in size
#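 AlphaScreen proximity signal between nickel-chelate acceptor and streptavidin donor beads (final 10 ug/mL) reports binding of 50 nM L3MBTL1 to 75 nM biotin-H3 K9me1 peptide; complex incubated with compounds 30 min at room temperature; cefsulodin titration as control.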
# Starred values were filed as active, the others as inactive; i = inactive; ? = inconclusive; nt = not tested or not shown; [ ] = remark or other dose. Unless noted, the call rests on the fitted dose curve; in most records, active means well fitted curve in the direction sought with a large enough effect; inconclusive means small, poorly fitted or top-dose-only effect, or another doubt; inactive means no such curve, though single readings can be large; an effect the other way counts as inactive or inconclusive. Unless noted, on the % scale 0 is the no-effect control and ±100 the full control effect; potency means the concentration at half of the fitted maximal effect. Only part of the results is shown; count on the stated rates, not on these rows.
# Start of the listing, in advance, five compounds:
# Under each structure – JMJD2E inh	TR SRC2 fluor cs	TRb-SRC2 inh	RGS12 GoLoco inh	RECQ1 inh	Tau ThT inhib	Tau FP inhib	L3MBTL1 block
CCOC(=O)c1cnc(SCC(=O)c2ccccc2)nc1N
  2%	-5%	1%	-6%	-2%	-11%	-4%	-1%
O=C(O)CN1C(=O)C2(OCCCO2)c2ccccc21
  -5%	1%	2%	-2%	-2%	-7%	4%	4%
CC1CCCN(Cc2c(O)ccc3c2O/C(=C\c2ccco2)C3=O)C1 (stereo not given)
  ?	-3%	1%	32%[activator]	-7%	?	-6%	-24%
O=C(C1CCC1)N1CCc2cc(S(=O)(=O)N3CCN(c4ccccc4)CC3)ccc21
  nt	0%	-2%	nt	nt	-13%	7%	nt
O=C(NCc1ccc(Cl)cc1)C(=O)c1c[nH]c2ccccc12
  -10%	-4%	7%	3%	-12%	4%	-5%	-6%[11.4 µM]

# This part in full (from the top)
# Under each structure – JMJD2E inh	TR SRC2 fluor cs	TRb-SRC2 inh	RGS12 GoLoco inh	RECQ1 inh	Tau ThT inhib	Tau FP inhib	L3MBTL1 block
CCOC(=O)c1cnc(SCC(=O)c2ccccc2)nc1N
  2%	-5%	1%	-6%	-2%	-11%	-4%	-1%
O=C(O)CN1C(=O)C2(OCCCO2)c2ccccc21
  -5%	1%	2%	-2%	-2%	-7%	4%	4%
CC1CCCN(Cc2c(O)ccc3c2O/C(=C\c2ccco2)C3=O)C1 (stereo not given)
  ?	-3%	1%	32%[activator]	-7%	?	-6%	-24%
O=C(C1CCC1)N1CCc2cc(S(=O)(=O)N3CCN(c4ccccc4)CC3)ccc21
  nt	0%	-2%	nt	nt	-13%	7%	nt
O=C(NCc1ccc(Cl)cc1)C(=O)c1c[nH]c2ccccc12
  -10%	-4%	7%	3%	-12%	4%	-5%	-6%[11.4 µM]
CCOC(=O)N=S(=O)(Oc1ccc([N+](=O)[O-])cc1)c1ccccc1 (stereo not given)
  5%	0%	8%	9%	-9%	-17%	6%	-4%
COC/C=C/C1=CC2=CC(=O)C(C)(OC(=O)c3cnc4ccccc4n3)C(=O)C2=CN1c1ccc(CO)cc1 (stereo not given)
  -8%[11.4 µM]	-17%[11.2 µM]	1%[11.2 µM]	9%[14.2 µM]	-21%[11.5 µM]	-15%[11.5 µM]	2%[11.6 µM]	3.2µM*
CCOC(=O)c1sc2ccccc2c1S(=O)(=O)Nc1ccc(OC)c(Cl)c1
  nt	0%	-4%	nt	nt	-12%	-18%	nt
Cc1ccc(C2CC(=O)n3nc(-c4ccc(F)cc4)nc3S2)cc1 (stereo not given)
  nt	-2%	4%	nt	nt	?	3%	nt
COC(=O)c1ccc(C(NC(=O)OCc2ccccc2)/C(=C/[C@@H](C)C(=O)NCCc2c[nH]c3ccccc23)c2cccnc2)cc1 (stereo not given in full)
  2%	-1%	7%	3%	-7%	?	?	nt
CC(/C=C1\SC(=S)N(CC(=O)N2CCN(c3ccccc3)CC2)C1=O)=C\c1ccccc1
  5%	0%	0%	2%	-9%	?	2%	-19%
CCOc1ccc(C2c3c(oc4ccc(C)cc4c3=O)C(=O)N2CCCN(C)C)cc1 (stereo not given)
  nt	3%	0%	nt	nt	0%	6%	nt
COc1c(Cl)cc(Cl)cc1CNCCO
  5%	0%	1%	5%	19%	5%	-1%	10%
O=C(COc1ccc(S(=O)(=O)NCc2ccccc2)cc1Cl)NCC1CCCO1 (stereo not given)
  -4%	-4%	-10%	-19%	-6%	1%	-5%	nt
CCOC(=O)C1(Cc2cccc(OC)c2)CCN(Cc2cccc(O)c2)CC1
  3%	1%	1%	16%	i	-11%	10%	-4%
CCOc1cc(C(=O)OCC(=O)c2c[nH]c3ccccc23)ccc1OCC(=O)N1CCOCC1
  ?	1%	0%	3%	-2%	-9%	-5%	-1%
CCOc1ccc(-c2c(=O)n(OCc3ccccn3)c3ccccc3[n+]2[O-])cc1
  -16%	-3%	-3%	11%	-2%	-9%	7%	-1%
CCNC(=S)N/N=C(\C)c1ccc(N2CCOCC2)cc1
  ?	0%	-5%	12%	-5%	-13%	1%	-8%
CCN(c1cccc(C)c1)S(=O)(=O)c1ccc(N2CCCCS2(=O)=O)cc1
  nt	-21%	0%	nt	nt	-8%	8%	nt
O=C(c1cccnc1)N1CCc2ccccc2C1
  4%	0%	-5%	-1%	i	-8%	-5%	3%
Cc1nn(C2CCS(=O)(=O)C2)c(Cl)c1/C=C/C(=O)OCC(=O)Nc1ccc2c(c1)OCO2 (stereo not given)
  1%	-2%	-8%	26%	9%	9%	5%	-23%
CSc1nc(NCCCO)c2c3c(sc2n1)CN(C)CC3
  ?	-6%	-9%	8%	-3%	-3%	-2%	-2%
CCOc1ccc2[nH]c(=O)c(=O)[nH]c2c1
  -24%	-7%	-7%	42%[activator]	10%	?	4%	nt
Nc1ccc(CCc2nc3ccccc3o2)cc1
  3%	-7%	-3%	-5%	-1%	?	7%	nt
CN1C(=O)c2cccc3c(S(=O)(=O)Nc4ccccn4)ccc1c23
  -16%	-2%	-11%	7%	-8%	-6%	2%	6%
COC(=O)c1cc(C)nc(Sc2ccccc2NC(C)=O)n1
  5%	-3%	-8%	9%	-13%	-8%	4%	10%
COc1ccc(-c2cc3nc(C)c(CCC(=O)NCCc4ccc(Cl)cc4)c(C)n3n2)c(OC)c1
  nt	-2%	-3%	nt	nt	-12%	9%	nt
Cc1cc(C)c(S(=O)(=O)N2CCN(c3ccc([N+](=O)[O-])c(NCc4ccco4)c3)CC2)c(C)c1
  -3%	-1%	-1%	3%	-8%	-7%	?	-9%
CC(=O)c1ccc(Sc2ccccc2)c([N+](=O)[O-])c1
  6%	-4%	8%	5%	-7%	-8%	5%	-3%
O=C1NC2(C=Cc3c(ccc4ccccc34)O2)Oc2ccccc21 (stereo not given)
  ?	1%	-10%	3%	i	?	5%	-1%

# (continued)
molecule | JMJD2E inh | TR SRC2 fluor cs | TRb-SRC2 inh | RGS12 GoLoco inh | RECQ1 inh | Tau ThT inhib | Tau FP inhib | L3MBTL1 block
COc1cccc(/C=C/C(=O)OCC(=O)Nc2cccc(S(=O)(=O)N3CCOCC3)c2)c1OC | ? | -2% | -8% | 2% | 2% | -4% | -11% | 2%
Cc1ccc2[nH]c3c(c2c1)CN(C(=O)CN1CC(C)OC(C)C1)CC3 (stereo not given) | -7% | -1% | 0% | 12% | 17% | -12% | 7% | -8%[11.4 µM]
Cc1ccc(S(=O)(=O)N=S(CC2CC2(Cl)Cl)CC2CC2(Cl)Cl)cc1 (stereo not given) | -3% | -1% | -15% | 5% | -9% | -9% | -2% | nt
CCN1CCN(S(=O)(=O)c2ccc(Cl)c(C(=O)NC(C)(C)C)c2)CC1 | 2% | -1% | -9% | 4% | 1% | 7% | -2% | 6%
Cc1cccc(Cc2cnc(N3C(=N)SC(C)C3=O)s2)c1 (stereo not given) | 10% | -4% | 4% | 1% | -2% | ? | -2% | nt
O=C(c1ccc(Cn2cc(Br)cn2)cc1)N1CCN(c2ccccc2)CC1 | -3% | 1% | -3% | 2% | i | 3% | 9% | -4%
N#CCCCSc1nnc(-c2ccccn2)o1 | -6% | -3% | -6% | 3% | i | -7% | 6% | 0%
NS(=O)(=O)c1ccc(NS(=O)(=O)c2cccs2)cc1 | 1% | -1% | 8% | -2% | 10% | 3% | -7% | nt
COc1cc2c(cc1OC)C(c1cccs1)N(C(=O)c1cccnc1)CC2 (stereo not given) | -13% | -4% | 3% | -2% | i | 10% | -3% | -19%
O=C(O)CC1S/C(=N\N=C2CCCCCC2)N(c2ccccc2)C1=O (stereo not given) | 6% | -3% | -3% | 5% | -7% | -2% | 5% | -3%
COc1ccc(/C=N/n2cnnc2)cc1Br | 6% | -1% | 1% | 8% | i | -16% | -4% | 7%
CCOc1ccc(NC(=O)c2oc3ccccc3c2NC(=O)c2cc3ccccc3o2)cc1 | nt | -1% | 3% | nt | nt | -3% | ? | nt
COc1ccc(Cn2c(C(=O)O)c(CNCCc3cccs3)c3ccc(OC)cc32)cc1 | nt | -1% | 1% | nt | nt | ? | 0% | nt
O=C(NC1CCCCC1)C1CCCN1S(=O)(=O)c1cccc2nsnc12 (stereo not given) | 7% | -6% | -6% | -6% | 2% | -13% | 0% | ?
CCCCOc1ccc(-c2ncc(Cl)cn2)cc1 | 3% | 3% | 1% | 13% | -3% | -15% | 6% | 3%
O=C1NCCN/C1=C\C(=O)c1cccc(Br)c1 | 3% | -3% | 8% | 6% | -2% | -5% | -2% | -2%
CSc1ccc(/C=C(/NC(=O)c2ccc(C)cc2)C(=O)Nc2cccc(F)c2)cc1 | ? | 1% | -11% | 2% | 6% | 9% | -8% | 13%
CCOc1ccc(CN2C(=O)c3ccccc3Sc3ccc(C(=O)NC)cc32)cc1 | nt | -2% | -2% | nt | nt | -1% | 0% | nt
